Screening results deposited in PubChem by National Center for Advancing Translational Sciences (NCATS).
GLA spleen mod: inhibitors or activators of human alpha-galactosidase in spleen homogenate; human spleen homogenate, 4MU-alpha-Gal fluorescence, 40 min; Potency, µM (highest dose often 80 µM), for the others: at the highest dose activity change, negative = inhibition, actives largely listed as inhibitors; hit rate 0.008% among 240,000;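 also: 0% = enzyme with vehicle and -100% = no enzyme basal signal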
Target sequence (P06280 32-429 limits assumed): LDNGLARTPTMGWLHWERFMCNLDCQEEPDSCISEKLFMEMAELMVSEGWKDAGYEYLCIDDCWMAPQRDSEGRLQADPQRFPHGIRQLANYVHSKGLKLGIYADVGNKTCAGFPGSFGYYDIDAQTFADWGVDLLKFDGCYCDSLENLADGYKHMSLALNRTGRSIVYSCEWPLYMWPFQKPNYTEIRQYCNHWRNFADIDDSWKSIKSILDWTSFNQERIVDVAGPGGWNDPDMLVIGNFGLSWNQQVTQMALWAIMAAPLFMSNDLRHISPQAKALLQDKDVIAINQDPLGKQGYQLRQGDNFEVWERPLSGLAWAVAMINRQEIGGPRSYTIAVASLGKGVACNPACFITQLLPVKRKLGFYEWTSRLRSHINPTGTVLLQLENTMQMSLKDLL
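Spleen homogenate 1 ug + cpd (titration) + 4-MU-alpha-D-galactopyranoside 1 mM; 37C 40 min; 50 mM citrate/phosphate pH 5.0, 0.01% Tween-20; stop pH 10; fluorescence 365/440; AC50 via Hill.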
GAA inh: blocks human lysosomal alpha-glucosidase; P10253; purified human GAA, 4-MU-alpha-glucoside fluorescence; Potency, µM (highest dose often 76.9 µM), for inactives: top-dose activity change, negative = inhibition, actives largely listed as inhibitors; hit rate 0.005% among 200,000; AID 1466;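 also: plate controls were uninhibited enzyme wells for no effect and no-enzyme background for full effect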
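Endpoint fluorogenic read: 20 min room-temperature reaction of 4 nM human alpha-glucosidase with 400 uM 4-methylumbelliferyl-alpha-D-pyranoside, pH 5.0, quenched with 1M NaOH/1M glycine pH 10. AC50 from Hill modeling.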
GAA glycogen: inhibitors or activators of human alpha-glucosidase glycogen cleavage; P10253; recombinant GAA, glycogen substrate, Amplex Red glucose oxidase fluorescence; Potency, µM (highest dose often 76.4 µM), for inactives: top-dose activity change, negative = inhibition, usual class: inhibitors; hit rate 0.38% among 300,000; AID 2100;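 also: 0% = full enzyme reaction and -100% = no-enzyme basal signal; the screen sought inhibitors and activators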
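Recombinant human alpha-glucosidase (4 nM final) hydrolysed bovine liver glycogen (30 ug) for 40 min at 37 C in pH 5.0 citrate/phosphate with 0.01% Tween-20. Released glucose detected by glucose oxidase/Amplex Red, Ex 573/Em 610 nm. Compounds up to 77 uM; AC50 from Hill fits.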
GAA spleen mod: inhibits or activates alpha-glucosidase in human spleen homogenate | P10253 | human spleen homogenate, 4-MU-alpha-glucoside fluorescence | Potency, µM (series often up to 79.9 µM), for inactives: at the top dose activity change, negative = inhibition, hits mostly inhibitors | hit rate 0.006% among 240,000 | AID 2112;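 also: 0% = enzyme with vehicle and -100% = no enzyme basal signal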
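Human spleen homogenate (1 ug) with 4-methylumbelliferyl-alpha-D-glucopyranoside (1 mM final) in 50 mM citrate/phosphate pH 5.0, 0.01% Tween-20; 40 min at 37 C. Stopped at pH 10; 4-MU fluorescence Ex 365/Em 440 nm; AC50 by Hill fit.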
ALDH1A1 block: blocks purified human ALDH1A1 activity. Purified ALDH1A1, NADH fluorescence, propionaldehyde substrate. P00352. Potency, µM (top dose mostly 75.3 µM), inactives show at the highest dose activity, negative = inhibition, actives largely listed as inhibitors. hit rate 7.3% among 220,000; active = well fitted inhibition curve with a large enough effect, not every such curve was filed as active; inconclusive = small, poorly fitted or top-dose-only effect, or another doubt; inactive = no such curve, though single readings can be large or run the other way;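 also: plate controls were no enzyme wells and a reference inhibitor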
Epigenetic derep: derepresses silenced GFP reporter in murine cells. murine LDR cells, GFP reporter derepression, 30 h. Potency, µM (highest dose often 53.9 µM), for the others: at the top dose GFP activation, hits mostly activators. hit rate 0.2% among 280,000. AID 1865; also: % of control where 0% means no effect; nearly all actives have a fitted effect of over 60% in size
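GFP-positive cell count by laser-scanning cytometry (objects 20–120 um) after 30 h, 37 C compound exposure of murine LDR cells; reporter is CMV-GFP integrated at a silenced locus, inducible by HDAC or DNMT inhibitors.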
Tau fluor counter: counter-screen for tau fibril formation inhibitors; Potency, µM (highest dose often 57.7 µM), inactives show top-dose activity change, negative = decrease; tau K18 P301L Alexa594 fluorescence, heparin fibrillization; hit rate 0.93% among 280,000; AID 1463; also: % is scaled to controls: 0 for no effect and ±100 for the full control effect; nearly all actives have a fitted effect of over 55% in size
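Human tau K18 P301L (15 uM unlabeled, 0.24 uM Alexa 594-labeled) in 100 mM sodium acetate pH 7 with 20 uM heparin, 6 hr at 37 C. ThT 30 uM added, 1 hr ambient; Alexa 594 FP and total fluorescence read at 555/632 nm.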
NPSR antag: blocks cAMP signaling of the human neuropeptide S receptor; hit rate 1% among 220,000; Potency, µM (doses to about 38.3 µM), for the others: at the highest dose activity change, negative = inhibition, actives largely listed as inhibitors; CHO-NPSR cells, cAMP TR-FRET, antagonist mode; also: % is scaled to controls: 0 for no effect and ±100 for the full control effect; nearly all actives have a fitted effect of over 50% in size; many of its hits are not listed in these tables
Target sequence (Q6W5P4 whole entry, looked up): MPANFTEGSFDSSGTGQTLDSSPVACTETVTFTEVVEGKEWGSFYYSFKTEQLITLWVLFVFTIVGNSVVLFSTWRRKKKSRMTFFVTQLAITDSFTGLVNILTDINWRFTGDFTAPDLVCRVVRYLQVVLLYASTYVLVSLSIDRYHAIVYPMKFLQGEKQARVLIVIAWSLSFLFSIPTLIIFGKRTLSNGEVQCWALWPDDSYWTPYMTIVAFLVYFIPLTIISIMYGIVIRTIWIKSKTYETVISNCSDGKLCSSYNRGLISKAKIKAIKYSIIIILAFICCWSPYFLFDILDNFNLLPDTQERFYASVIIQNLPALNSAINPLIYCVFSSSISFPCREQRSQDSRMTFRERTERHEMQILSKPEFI
The depositor's hits bear a star; ? = inconclusive; / = not tested or not shown; [ ] = dose if it differs, or a comment. Unless noted, calls follow the shape of the dose curve; as a rule, active = well fitted curve in the direction sought with a large enough effect; inconclusive = small, poorly fitted or top-dose-only effect, or another doubt; inactive = no such curve, though single readings can be large; an effect the other way counts as inactive or inconclusive. Potency is read from the fitted curve at half-maximal effect.

Screens in order: GLA spleen mod	GAA inh	GAA glycogen	GAA spleen mod	ALDH1A1 block	Epigenetic derep	Tau fluor counter	NPSR antag
1) NC(=O)c1cc2cc(Cl)ccc2oc1=Nc1cccc(C(F)(F)F)c1
 : -5.0%	2.7%	-6.1%	3.1%	6.2%	2.5%	-9.1%	-25.6%
2) CCC(C)(C)N1CC(=O)N(Cc2ccccc2)C(c2ccc(OC)cc2)C1=O (stereo unspecified)
 : 12.1%	-4.8%	8.5%	1.2%	?	-1.1%	-4.2%	-7.0%[46.1 µM]
3) CCc1nnc(NC(=O)Cc2ccc(OC)cc2)s1
 : -12.6%	-4.7%	1.3%	-4.6%	-3.3%	3.1%	-4.3%	-0.6%[46.1 µM]
4) Fc1ccc(-c2cc(-c3ccccc3)nc(-n3cccn3)n2)cc1
 : 11.8%	6.1%	-8.3%	9.7%	1.4%	2.0%	-16.9%	?
5) Cc1ccccc1NC(=O)CC1S/C(=N/c2nccs2)N(C)C1=O (stereo unspecified)
 : 0.7%	11.7%	3.1%	-2.9%	-3.3%	2.1%	-12.7%	-7.9%[46.1 µM]
6) CCCc1cc(=O)[nH]c(SCC(=O)c2ccc(S(=O)(=O)N3CCCC3)cc2)n1
 : 1.1%	?	-12.4%	-24.6%	?	-1.3%	-4.6%	1.4%[46.1 µM]
7) CC(C)NC(=O)c1ccc2c3n(nc2c1)-c1ccccc1CO3
 : -0.1%	/	4.0%	-1.5%	/	0.0%	-3.4%	-1.0%
8) O=S(=O)(c1ccc2c(c1)oc1ccccc12)N1CCOCC1
 : 4.1%	-6.0%	4.1%	1.3%	-5.5%	0.0%	-2.7%	-10.5%[46.1 µM]
9) CC(=O)c1c(Nc2cccc(F)c2)oc(C)cc1=O
 : -0.9%	/	3.2%	-5.7%	/	-0.9%	12.8%	13.2%
10) Cc1c(/C=N\NC(=O)c2csc3ccccc23)cnn1C
 : -15.9%	6.9%	-2.3%	0.5%	-12.3%	2.0%	-10.3%	-11.4%[46.1 µM]
11) NC(=O)c1cccc(C(N)=O)n1
 : 8.2%	5.7%	-6.2%	3.9%	6.2%	-0.2%	-4.7%	16.0%
12) FC(F)(F)c1cnc2c(-c3ccccc3)n[nH]c2c1
 : -4.4%	-6.4%	-2.7%	-1.6%	11.2%	2.2%	-13.8%	-4.1%
13) CCOC(=O)c1cn(Cc2cccc(Cl)c2)c2cc(C)nn2c1=O
 : 6.6%	-3.8%	-1.5%	-5.6%	?	1.1%	-11.7%	10.9%
14) Nc1c(C(O)(C(F)(F)F)C(F)(F)F)cc(C(O)(C(F)(F)F)C(F)(F)F)c2ccccc12
 : -12.1%	-3.3%	-12.3%	-7.0%	-3.3%	2.4%	?	?
15) COC(=O)c1cc(OC)c(OC)cc1NC(=S)Nc1cc(Cl)ccc1OC
 : 0.2%	5.0%	-12.8%	0.4%	-1.4%	0.9%	1.4%	-21.8%[46.1 µM]
16) Cc1cc(C)cc(C(=O)NCC(=O)OCC(=O)c2cc(C)n(CC(F)(F)F)c2C)c1
 : -1.0%	0.6%	0.6%	-8.2%	13.2%	0.2%	-4.1%	13.2%
17) Cc1ccc(-n2nc3c(c2NC(=O)c2ccc(OC(C)C)cc2)CS(=O)C3)cc1 (stereo unspecified)
 : 2.0%	-23.9%	2.8%	2.6%	1.3%	0.0%	-9.5%	-15.8%[46.1 µM]
18) Cc1ccccc1COC[C@H](CC(C)C)N1CCN(C(=O)c2cccc(C(F)(F)F)c2)CCC1=O
 : 7.1%	-8.9%	1.0%	-22.7%	-2.8%	4.8%	-15.1%	-22.3%
19) Cc1cc(NC(=O)CCN2C(=O)c3ccccc3C2=O)no1
 : -3.3%	-7.6%	10.5%	-9.4%	-14.0%	2.8%	-3.6%	-3.6%[46.1 µM]
20) COc1cccc(C(CC(=O)NCC2CCCO2)NS(=O)(=O)c2ccc(C)cc2)c1OC (stereo unspecified)
 : 7.5%	3.0%	-6.5%	1.8%	9.7%	0.9%	-5.1%	-11.3%[46.1 µM]
21) Fc1ccccc1CNC(=S)Nc1ccc(Cl)cc1
 : 4.7%	-7.3%	-21.8%	0.7%	-5.5%	5.7%	?	-7.4%[46.1 µM]
22) C[C@H]1C2=C3C(CC[C@H]4C(OCc5ccc(F)cc5C(F)(F)F)OC[C@](C)([C@@H]34)N(C(=O)OC(C)(C)C)C2)C(CO)C1CO (stereo partly specified)
 : 8.8%	/	/	5.6%	3.9%	0.0%	-7.3%	/
23) COc1cc(OC)c(/C=N/NC(=O)c2ccc([N+](=O)[O-])cc2)cc1Br
 : 9.2%	-2.4%	-9.6%	1.9%	8.5%	-1.1%	-15.9%	4.8%[46.1 µM]
24) CCCC1(c2ccccc2)NC(=O)N(CC(=O)c2[nH]c(C)c(C(=O)OCC)c2C)C1=O (stereo unspecified)
 : -2.2%	?	7.7%	-9.0%	?	0.3%	-27.9%	?
25) O=C(NCCCn1ccnc1)C1CC(c2cccc(Br)c2)=NO1 (stereo unspecified)
 : 10.4%	2.9%	-1.7%	-10.0%	-1.6%	-1.1%	-1.7%	-3.2%[46.1 µM]
26) COc1ccc(N2CCN(C(=O)C3=NNC(=O)CC3)CC2)cc1
 : 2.3%	4.1%	-3.7%	3.5%	15.9%	0.1%	2.5%	3.2%
27) CCn1c(SCC(=O)c2ccc(O)c(O)c2)nnc1-c1ccccc1OC
 : 1.5%	-14.6%	24.9µM*	-14.5%	3.9%	0.0%	-7.0%	-19.5%[46.1 µM]
28) O=C(O)Cc1coc(-c2ccc(F)cc2)n1
 : -2.8%	-2.5%	0.7%	-10.9%	11.3%	-0.3%	-11.8%	-9.8%[46.1 µM]
29) CSc1ccccc1NC(=O)N1CCCC(C(=O)c2ccc3c(c2)OCO3)C1 (stereo unspecified)
 : 6.1%	-1.3%	-18.4%	-9.1%	4.3%	15.5%	-13.8%	15.9%
30) COc1cccc(NC(=O)C(NC2CCCC2)c2ccccc2)c1 (stereo unspecified)
 : 0.0%	-6.2%	-2.0%	-4.9%	-12.3%	0.9%	-7.6%	-7.1%[46.1 µM]

From entry 22 up to 30, copied from above:
Screens in order: GLA spleen mod	GAA inh	GAA glycogen	GAA spleen mod	ALDH1A1 block	Epigenetic derep	Tau fluor counter	NPSR antag
22) C[C@H]1C2=C3C(CC[C@H]4C(OCc5ccc(F)cc5C(F)(F)F)OC[C@](C)([C@@H]34)N(C(=O)OC(C)(C)C)C2)C(CO)C1CO (stereo partly specified)
 : 8.8%	/	/	5.6%	3.9%	0.0%	-7.3%	/
23) COc1cc(OC)c(/C=N/NC(=O)c2ccc([N+](=O)[O-])cc2)cc1Br
 : 9.2%	-2.4%	-9.6%	1.9%	8.5%	-1.1%	-15.9%	4.8%[46.1 µM]
24) CCCC1(c2ccccc2)NC(=O)N(CC(=O)c2[nH]c(C)c(C(=O)OCC)c2C)C1=O (stereo unspecified)
 : -2.2%	?	7.7%	-9.0%	?	0.3%	-27.9%	?
25) O=C(NCCCn1ccnc1)C1CC(c2cccc(Br)c2)=NO1 (stereo unspecified)
 : 10.4%	2.9%	-1.7%	-10.0%	-1.6%	-1.1%	-1.7%	-3.2%[46.1 µM]
26) COc1ccc(N2CCN(C(=O)C3=NNC(=O)CC3)CC2)cc1
 : 2.3%	4.1%	-3.7%	3.5%	15.9%	0.1%	2.5%	3.2%
27) CCn1c(SCC(=O)c2ccc(O)c(O)c2)nnc1-c1ccccc1OC
 : 1.5%	-14.6%	24.9µM*	-14.5%	3.9%	0.0%	-7.0%	-19.5%[46.1 µM]
28) O=C(O)Cc1coc(-c2ccc(F)cc2)n1
 : -2.8%	-2.5%	0.7%	-10.9%	11.3%	-0.3%	-11.8%	-9.8%[46.1 µM]
29) CSc1ccccc1NC(=O)N1CCCC(C(=O)c2ccc3c(c2)OCO3)C1 (stereo unspecified)
 : 6.1%	-1.3%	-18.4%	-9.1%	4.3%	15.5%	-13.8%	15.9%
30) COc1cccc(NC(=O)C(NC2CCCC2)c2ccccc2)c1 (stereo unspecified)
 : 0.0%	-6.2%	-2.0%	-4.9%	-12.3%	0.9%	-7.6%	-7.1%[46.1 µM]

Continued:
Screens in order: GLA spleen mod	GAA inh	GAA glycogen	GAA spleen mod	ALDH1A1 block	Epigenetic derep	Tau fluor counter	NPSR antag
31) COc1ccc(-n2c(=O)[nH]cc(C(=O)Nc3ccc4c(c3)OCCO4)c2=O)cc1
 : 1.2%	-4.9%	-10.1%	-20.7%	?	0.0%	-9.1%	-19.0%[46.1 µM]
32) Cc1ccc(C)c(OCc2nnc(SCC(=O)NCc3ccc4c(c3)OCO4)o2)c1
 : -1.0%	-7.8%	2.2%	-0.2%	0.1%	-1.8%	-19.4%	-11.5%
33) CC(C)(C)c1ccc(/C=C/C(=O)NC2=NCCS2)cc1
 : -1.8%	0.6%	7.6%	-18.6%	-5.3%	-0.3%	1.1%	-7.0%[46.1 µM]
34) O=C(CSc1cccc[n+]1[O-])NCCCc1ccccc1
 : -4.4%	0.3%	18.8%	0.1%	3.8%	-0.6%	-0.3%	9.4%
35) Cc1ccc(NC(=S)N2CCC(O)CC2)c(C)c1
 : -9.1%	?	11.8%	-4.5%	3.9%	-1.3%	9.2%	6.4%
36) C/C(=N\NC(=O)c1ccn(C)n1)c1cccc(NC(=O)c2ccc(C)s2)c1
 : -7.0%	0.3%	0.6%	-6.2%	?	-5.0%	-5.1%	-0.9%
37) CCOc1cccc(OCCOc2ccc(C(=O)c3ccccc3)cc2)c1
 : 1.1%	-9.6%	1.3%	1.1%	2.6%	5.5%	-7.9%	-12.7%
38) CCc1nnc(NS(=O)(=O)c2ccc(Nc3ccc([N+](=O)[O-])c4nonc34)cc2)s1
 : -4.4%	-6.1%	7.0%	-4.1%	-6.2%	-1.9%	-13.5%	-4.1%
39) CCOc1ccc(-c2nc(S(=O)(=O)c3ccccc3)c(NCc3cccnc3)o2)cc1
 : 7.9%	4.1%	-17.9%	12.1%	?	1.7%	-0.8%	-21.8%[46.1 µM]
40) O=C(N/N=C/C=C\c1ccco1)c1cccnc1
 : -1.9%	-2.0%	-1.3%	-6.1%	?	-0.9%	-17.5%	-13.1%[46.1 µM]
41) NS(=O)(=O)c1ccc(N=Nc2c[nH]c(=O)c(O)c2)cc1
 : -28.9%	-7.0%	?	-22.2%	?	1.1%	?	33.0%

An excerpt; rates above refer to the full screens.
